Source: PubChem BioAssay
RNase H inhibition – RNase H inhibition, HIV 1 Gag Pol polyprotein, FRET biochemical assay, screening (AID 372); HIV-1 RT RNase H, FRET RNA/DNA substrate fluorescence; higher % means a stronger effect; inhibition, % at 10 µM; hits with a dose series show IC50 in µM; 100,000 compounds, 0.77% hits; in the data active = inhibition above about 50%
* marks the source's active call; other numbers are inactive results; & = joins results of further samples. The list is partial; rates above refer to the full screens.

SMILES	RNase H inhibition
CCCCC1(C)NC(=S)N(c2ccccc2)N1 (stereo not given)	0%&5%
CC(NC(=O)CN(c1ccc(Cl)cc1)S(C)(=O)=O)c1ccccc1 (stereo not given)	17%
CC1=Nc2cc([N+](=O)[O-])ccc2NC(=O)C1	7%
CCOC(=O)c1ccccc1NC(=O)CN(c1cccc([N+](=O)[O-])c1)S(=O)(=O)c1ccccc1	3%
CCOC(=O)c1c(NC(=O)c2cc(OC)c(OC)c(OC)c2)sc(C(=O)Nc2ccccc2C(F)(F)F)c1C	2%
Cc1ccc(-c2ccc(/C=N/Nc3ccc(Cl)c(C(=O)O)c3)o2)c([N+](=O)[O-])c1	15%
COc1ccc2c(C)c(C)c(=O)oc2c1C	0%
O=C(/C=C/c1ccco1)Nc1ccc(S(=O)(=O)Nc2cnc3ccccc3n2)cc1	2%
O=C(Nc1ccc(Cl)c(Cl)c1)Nc1nnc(CCc2ccccc2)s1	15%
NC(=O)c1ccc(NC(=O)C2CCCC2)cc1	0%
COc1ccc(CCNC(=O)CSc2nc3ccccc3s2)cc1OC	4%
CCCCn1c(NCc2nc3ccccc3n2C)nc2ccccc21	0%
COc1cc(/C=C2\C(=O)NC(=O)N(c3cc(C)cc(C)c3)C2=O)cc(Cl)c1OCC(=O)O	2%
O=C(Nc1cc(Cl)cc(Cl)c1)c1cccnc1	0%
CCCN1CCC(=NNC(=O)c2ccccc2)CC1	0%
CN(C)CCN1C(=O)C(=O)/C(=C(/O)c2ccccc2)C1c1ccc2c(c1)OCO2 (stereo not given)	0%
COc1ccc(C2C3C(=O)N(c4ccc(Br)cc4)C(=O)C3N3CCCN23)cc1 (stereo not given)	1%
COc1ccc(C(C)NC(=O)c2ccc(OC)c(OC)c2)cc1 (stereo not given)	14%
CC(=O)C1=C(C)NC(SCC(=O)c2ccc([N+](=O)[O-])cc2)=C(C#N)C1c1ccc(Br)cc1 (stereo not given)	20%
CCC1=NN2C(=N)/C(=C/c3ccc(-c4ccc(F)c(Cl)c4)o3)C(=O)N=C2S1	10%
COc1ccc(Cl)cc1C(=O)Nc1cc(C)cc(C)n1	9%
COc1cc(/C=N/Nc2nc3ccccc3c(=O)[nH]2)ccc1OCc1ccc(Cl)cc1Cl	13%
CN1C(CC(=O)Nc2ccc(Br)cc2)c2ccccc2CC1(C)C (stereo not given)	5%
CN(C)CCN1C(=O)C(=O)/C(=C(/O)c2ccccc2)C1c1ccc(F)cc1 (stereo not given)	0%

In the list so far, 5 contain four or more nitrogen atoms:
SMILES	RNase H inhibition
O=C(/C=C/c1ccco1)Nc1ccc(S(=O)(=O)Nc2cnc3ccccc3n2)cc1	2%
O=C(Nc1ccc(Cl)c(Cl)c1)Nc1nnc(CCc2ccccc2)s1	15%
CCCCn1c(NCc2nc3ccccc3n2C)nc2ccccc21	0%
CCC1=NN2C(=N)/C(=C/c3ccc(-c4ccc(F)c(Cl)c4)o3)C(=O)N=C2S1	10%
COc1cc(/C=N/Nc2nc3ccccc3c(=O)[nH]2)ccc1OCc1ccc(Cl)cc1Cl	13%

Additional structures follow:
SMILES	RNase H inhibition
CC(c1ccccc1)N1C(=O)/C(=C/c2cccc([N+](=O)[O-])c2)SC1=S (stereo not given)	11%
Cc1cc(C(=O)NCc2cccnc2)ccc1[N+](=O)[O-]	2%
COc1cc(C2C(C(=O)OC(C)C)=C(C)NC3=C2C(=O)CC(c2ccc(Cl)cc2)C3)ccc1OC(C)=O (stereo not given)	13%
O=S(=O)(Nc1ccc(Br)cn1)c1ccccc1	0%
COc1ccc(C(=O)NNC(=O)c2ccc(-c3ccccc3)cc2)cc1	11%
COc1ccc(/C=N/c2sc3c(c2C#N)CCCC3)cc1OC	3%
Cc1cc(C)nc(NS(=O)(=O)c2ccc(NC(=O)CSc3nnnn3-c3ccccc3)cc2)n1	3%
Nc1cccc(NC(=O)CCC(=O)O)n1	1%
COc1cc([N+](=O)[O-])ccc1-c1ccc(C(=O)Nc2ccc(I)cc2Cl)o1	51%*
Cc1cccc(C)c1NC(=O)CSCc1ccccc1Cl	5%
COc1ccc2nc(C)c3c(c2c1)OC(C(C)(Cl)Br)C3 (stereo not given)	12%
O=c1[nH]n(-c2ccccc2)c(O)c1/C=C1\C=Nc2ccccc21	10%
O=C(Nc1ccc2oc(-c3ccccc3)nc2c1)c1ccc2c(c1)OCCO2	11%
Cc1cccc(C2C(C#N)=C(N)OC3=C2C(=O)CC(c2ccccc2)C3)c1 (stereo not given)	4%
Cc1cc(S(=O)(=O)Nc2ccc(Br)cc2)c(C)c(S(=O)(=O)c2ccccc2)c1	19%
COc1cc(/C=C2\SC(=S)N(c3ccc([N+](=O)[O-])cc3)C2=O)cc(Br)c1O	8%
O=C1CC(c2ccc(Cl)cc2)CN1C(=O)Nc1ccccc1 (stereo not given)	2%
O=C(CCCN1C(=O)S/C(=C\c2ccccc2)C1=O)OC1CCCCC1	25%
CCCc1cc(=O)[nH]c(SCC(=O)Nc2ccc(C)cc2C)n1	4%
O=C1S/C(=C/c2ccccc2)C(=O)N1CNc1ccc(I)cc1	3%
CCOc1cccc2c1N(C(=O)c1ccc(OC)cc1)C(C)(C)C(=S)C2=C1SC(C(=O)OC)=C(C(=O)OC)S1	27%
Cn1nc(C(=O)Nc2ccc(Br)cc2)cc1C(=O)Nc1ccc(Br)cc1	21%
COc1ccc(NC(=O)CN(c2ccc(F)cc2)S(C)(=O)=O)cc1Cl	0%
O=C(Nc1ccc(Cl)c2c1C(=O)c1ccccc1C2=O)c1c(F)c(F)c(F)c(F)c1F	17%

Reprinted from the listing for reference:
SMILES	RNase H inhibition
COc1ccc(NC(=O)CN(c2ccc(F)cc2)S(C)(=O)=O)cc1Cl	0%
O=C(Nc1ccc(Cl)c2c1C(=O)c1ccccc1C2=O)c1c(F)c(F)c(F)c(F)c1F	17%

More compounds
SMILES	RNase H inhibition
COc1ccc(S(=O)(=O)N2CCCC2)cc1	1%
COC(=O)C1=C(C)N(C)C(=O)/C1=C\c1ccc(C)cc1	5%
O=C(NN=C1CCCCCC1)c1ccc(F)cc1	0%
Fc1ccc(NC(=S)Nc2ccc(Oc3ccccc3)cc2)cc1	15%
O=C(/C=C/c1ccco1)Nc1ccc(Br)cn1	3%
CCc1nnc(NC(=O)c2cccc(F)c2)s1	15%
CCOc1ccc(N2C(=O)/C(=C/c3ccc(Sc4ccccc4)o3)C(=O)NC2=S)cc1	20%
O=C(NC(=S)Nc1cc(Cl)ccc1Cl)c1ccccc1	0%
O=C(Cc1ccc(Cl)cc1)NCc1cccnc1	11%
CCCC1=C(C(=O)OCC)C(c2cccnc2)C(C#N)=C(N)O1 (stereo not given)	5%
COc1ccc(-c2nc3ccccc3nc2N2CCOCC2)cc1	8%
O=[N+]([O-])c1ccc2c(c1)C1C=CCC1C(c1ccc(Cl)cc1)N2 (stereo not given)	31%
CCOC(=O)c1c(NC(=O)c2nn3c(c2Cl)NC(c2cccs2)CC3C(F)(F)F)sc2c1CCC2 (stereo not given)	15%
O=C(O)c1ccccc1NC1=C(Cl)C(=O)N(c2ccc(Cl)cc2)C1=O	9%
O=C1NC(=O)C(=Cc2cn(-c3ccccc3)nc2-c2ccc(Cl)cc2)C(=O)N1	41%
CCOc1ccccc1C(=O)Nc1nnc(CC)s1	16%
O=C(O)COc1ccccc1/C=N/NC(=O)/C(=C\c1ccc2c(c1)OCO2)NC(=O)c1ccccc1	8%
COc1ccc2c(c1)-c1c(sn(-c3ccc(C)c(Cl)c3)c1=S)C(C)(C)N2	34%
Nc1cc(N)c(OCC(F)(F)F)cc1OCC(F)(F)F	27%
O=c1[nH]cnc2c1C(c1ccc(Cl)cc1)c1c(nc[nH]c1=O)O2	13%
CCOC(=O)CSc1nnc2c3ccccc3n(C)c2n1	0%
CC1=NN(c2nc(-c3ccc(C)cc3)cs2)C(=O)C1C (stereo not given)	17%
COc1ccc(S(=O)(=O)N2CCc3ccccc3C2)cc1Br	0%
Cc1ccccc1-c1nnc(-c2cccc([N+](=O)[O-])c2)o1	11%
C=CCOc1ccc(Cl)cc1C=C1C(=O)NC(=O)NC1=O	3%
COc1ccc(/C(C)=N/N2C(=O)c3ccccc3C2=O)cc1	7%
COc1ccc(NC(=O)C2CC2c2ccccc2)c(OC)c1 (stereo not given)	2%
CCOc1ccccc1N1CCN(C(=O)/C=C/c2ccc(C(C)(C)C)cc2)CC1	8%
COc1ccccc1NC(=O)c1ccccc1NC(=O)c1ccccc1C	6%
COC(=O)c1ccccc1NC(=O)c1nn(C)cc1[N+](=O)[O-]	6%
O=C1NC(=O)N(c2cccc(Cl)c2)C(=O)/C1=C/c1cc(Br)c(N2CCOCC2)o1	11%
CCc1ccc(C2Nc3ccc4ccccc4c3C3=C2C(=O)CCC3)cc1 (stereo not given)	17%
CC(=O)c1ccc(NC(=O)CSc2nc3ccc([N+](=O)[O-])cc3s2)cc1	24%
COc1ccc(N(CC(=O)Nc2ccc(Br)cc2)S(C)(=O)=O)c(OC)c1	5%
Cc1onc(-c2ccccc2)c1C(=O)Nc1ccc([N+](=O)[O-])cc1Br	11%
O=[N+]([O-])c1ccc(F)c(N=Cc2ccc(C=Nc3cc([N+](=O)[O-])ccc3F)cc2)c1	2%
O=C1c2cccc3c(Br)ccc(c23)C(=O)N1Nc1ccccc1	15%
Cc1ccccc1NC(=O)c1c(NC(=O)c2cccc(Cl)c2)sc2c1CCCC2	14%
N#Cc1c(NC(=O)COc2ccc(Cl)cc2Cl)sc2c1CCCC2	5%
CC(=O)Nc1ccc(S(=O)(=O)Nc2ccc(F)c([N+](=O)[O-])c2)cc1	7%
OC(c1ccc(N(Cc2ccccc2)Cc2ccccc2)cc1)(C(F)(F)F)C(F)(F)F	16%
CCN(CC)c1ccc(/C=N/NC(=O)c2nonc2N)c(OCc2ccc(Cl)cc2Cl)c1	15%
COc1ccc(/C=C(\C#N)c2ccc(Cl)cc2)cc1OC	20%
CCOC(=O)c1c(-c2ccc(C)cc2)csc1NC(=S)NC(C)=O	17%
COc1ccc(CCN=Cc2c(O)[nH]c(=O)[nH]c2=O)cc1	10%
COc1ccc(C(=O)N2CCN(Cc3ccccc3)CC2)c(OC)c1	0%
O=C1Oc2ccccc2N/C1=C/c1ccccc1	5%
O=C(c1ccccc1)N1CCN(Cc2cccc(Oc3ccccc3)c2)CC1	7%
O=C1OC(Nc2ccc(Cl)cc2)(c2ccccc2)c2ccccc21 (stereo not given)	9%
Cc1cc(/C=C(\C#N)C(=O)Nc2ccc(F)cc2)c(C)n1-c1ccc(N(C)C)cc1	4%
O=C(NC(NC(=S)Nc1ccccc1I)C(Cl)(Cl)Cl)c1ccccc1F (stereo not given)	1%
COc1ccc(C(=O)N/C(=C\c2cccc([N+](=O)[O-])c2)C(=O)NCC(C)C)cc1	0%
CCOc1ccccc1OCCOCCOc1c(C)cc(C)cc1Cl	33%
COc1ccc(C(=O)NC(NC(=S)Nc2cccc(O)c2)C(Cl)(Cl)Cl)cc1 (stereo not given)	7%
COc1ccc2nc(NC(=O)COc3ccc(Br)cc3)sc2c1	5%
Cc1ccnc(NS(=O)(=O)c2ccc(NC(=O)c3ccccc3F)cc2)n1	0%
Cc1ccccc1N1CC(=O)NC1=O	0%
Cc1[nH]c2ccccc2c1/C=N/NC(=O)c1cccc([N+](=O)[O-])c1	12%
Cc1nc2sc3c(c2c(=O)n1/N=C/c1cccnc1)CCCC3	0%
COc1ccc(N(CC(=O)NCc2ccccc2)S(=O)(=O)c2ccc(C)cc2)cc1	9%
The listing continues:
SMILES	RNase H inhibition
O=C(COc1ccccc1[N+](=O)[O-])Nc1ccc2oc(-c3cccc4ccccc34)nc2c1	13%
COc1ccc(C2C(C(=O)OC3CCCC3)=C(C)NC3=C2C(=O)CCC3)cc1 (stereo not given)	2%
O=C(C(=O)c1ccc(I)cc1)c1ccc(I)cc1	7%
CCOc1ccccc1OCCOc1cccc(C(C)C)c1	17%
CCOC(=O)N1CCN(C(=O)C(C)N2C(=O)c3ccccc3C2=O)CC1 (stereo not given)	9%
COc1ccc(Cc2noc(-c3ccccc3Cl)n2)cc1	19%
CCCCSc1nnc2c(n1)OC(c1cc(Br)c(Br)o1)Nc1ccccc1-2 (stereo not given)	5%
O=C(Nc1ccc(-c2nc3ccccc3o2)cc1)C(c1ccccc1)c1ccccc1	7%
CCOC(=O)C1=C(C)NC2=C(C(=O)CCC2)C1c1ccc(OC)cc1OC (stereo not given)	3%
C/C(=N\NC(=O)c1[nH]nc(-c2ccccc2)c1C)c1ccccc1O	4%
Oc1ccccc1C=Nc1ccc2ccccc2c1	21%
CCc1ccccc1N1C(=O)NC(=O)/C(=C\c2ccc(Oc3ccc([N+](=O)[O-])cn3)cc2)C1=O	6%

Seven compounds picked at random from those above, as already listed:
SMILES	RNase H inhibition
COc1ccc(Cc2noc(-c3ccccc3Cl)n2)cc1	19%
CCOC(=O)N1CCN(C(=O)C(C)N2C(=O)c3ccccc3C2=O)CC1 (stereo not given)	9%
Oc1ccccc1C=Nc1ccc2ccccc2c1	21%
CCc1ccccc1N1C(=O)NC(=O)/C(=C\c2ccc(Oc3ccc([N+](=O)[O-])cn3)cc2)C1=O	6%
C/C(=N\NC(=O)c1[nH]nc(-c2ccccc2)c1C)c1ccccc1O	4%
O=C(C(=O)c1ccc(I)cc1)c1ccc(I)cc1	7%
CCOC(=O)C1=C(C)NC2=C(C(=O)CCC2)C1c1ccc(OC)cc1OC (stereo not given)	3%

(listing goes on)
SMILES	RNase H inhibition
CCOCCOC(=O)C1=C(C)N(C)C(=O)NC1c1ccccc1Cl (stereo not given)	2%
Cc1cccc(CN2CCN(S(C)(=O)=O)CC2)c1	0%
O=C(Nc1nc2ccc([N+](=O)[O-])cc2s1)c1c(Cl)cccc1Cl	12%
O=c1oc(-c2ccccc2)nc2c1cnn2-c1ccccc1	21%
Cn1c(Cc2ccccc2)nc2ccccc21	0%
O=C(O)COc1c(Cl)cc(/C=C2\C(=O)NC(=S)N(c3ccc(Cl)cc3)C2=O)cc1Cl	0%
O=C(COc1ccccc1[N+](=O)[O-])Nc1cccc(NC(=O)c2ccc(Cl)cc2Cl)c1	10%
